HIV RNase H inh: HIV-1 RT RNase H inhibitors, primary screen, biochemical, fluorescence. inhibition, % at 10 µM. AID 565, 2006. actives 1.9% (n = 65,000). RT-RNase H RNA/DNA duplex cleavage. Gag-Pol polyprotein (Human immunodeficiency virus type 1 group M subtype B (isolate …; in the data active = inhibition above about 50%
RmlC RmlD mix: RmlC and RmlD coupled enzyme inhibitors, primary screen, biochemical, 384-well, compound mixtures, retest | AID 1532, 2009 | actives 0.39% (n = 110,000) | RmlC/RmlD coupled enzyme inhibition, 384-well mixture HTS | inhibition, % at 5.5 µM; in the data active = inhibition above about 30%, passing the limit was not always enough; also: strong numbers were not always called active
The depositor's hits bear a star; / = not tested or not shown.

1. CC(C)n1c(NCc2c[nH]c3ccccc23)nc2ccccc21
2. COc1cc(-c2nc(S(=O)(=O)c3ccccc3)c(N3CCOCC3)o2)cc(OC)c1OC
3. COc1ccccc1NC(=O)c1sc2ncn(Cc3ccccc3C)c(=O)c2c1C
4. CN(C)S(=O)(=O)c1ccc(C(=O)Nc2nnc(-c3ccc4c(c3)CCCC4)o2)cc1
5. CC(=O)c1c(C)[nH]c(C(=O)CSc2nnc(-c3ccccc3)o2)c1C
6. NC(=O)C(c1ccccc1)C1CCCCC1 (stereo not given)
screen / no.,1,2,3,4,5,6
HIV RNase H inh,-1,-18,/,/,/,/
RmlC RmlD mix,/,8,10,5,-7,4

7. O=C(O)CSc1nnc(C2COc3ccccc3O2)n1-c1ccccc1 (stereo not given)
8. O=C(CSc1nc(-c2ccco2)cc(C(F)(F)F)n1)NC1CCCCCCC1
9. CCn1c(=O)cc(OCC(=O)O)c2ccccc21
10. CC1S/C(=C(\C#N)C(=O)NCc2ccco2)N(c2ccc(F)cc2)C1=O (stereo not given)
11. Nc1nnc(SCC(=O)NC2CCCCC2)s1
12. Cc1cc(NC(=O)Cc2c(F)cccc2Cl)no1
screen / no.,7,8,9,10,11,12
HIV RNase H inh,-8,/,6,3,/,-7
RmlC RmlD mix,-14,10,29,-16,10,9

13. CCOC(=O)c1c(C)n(Cc2ccco2)c2ccc(O)cc12
14. COc1ccc(C2C(C#N)=C(N)OC3=C2C(=O)CCC3)cc1Cn1nc(C)c([N+](=O)[O-])c1C (stereo not given)
15. COc1ccccc1CNc1cc(C)ccc1C
16. O=C(CN1CCN(c2ccccn2)CC1)Nc1ccc(Oc2ccccc2)cc1
17. CC1(C)C(=O)OC(c2ccco2)C(C)(C)C1=O (stereo not given)
18. CC1=C(/C=C/C(=O)O)C(C)(C)CCC1
screen / no.,13,14,15,16,17,18
HIV RNase H inh,46,/,/,-5,/,/
RmlC RmlD mix,-5,-8,4,6,-1,7

19. c1ccc(C2COC(c3cccs3)=N2)cc1 (stereo not given)
20. O=C(c1cnc(N2CCN(c3ncccn3)CC2)c2ccccc12)N1CCN(c2ccccn2)CC1
21. CS(=O)(=O)N(Cc1ccc(C(=O)NCCSCc2ccco2)cc1)c1ccccc1
22. Cn1c(Cn2c(=O)sc3ccccc32)nnc1SCC(=O)NCc1ccc2c(c1)OCO2
23. Cc1ccc(/C=N\NC(=O)c2csnn2)cc1
24. CCOC(=O)c1[nH]nc(-c2c(O)cc(C)cc2O)c1-c1csc(C)n1
screen / no.,19,20,21,22,23,24
HIV RNase H inh,7,1,/,-5,/,10
RmlC RmlD mix,8,9,-6,/,-34,2

Four of these compounds in a different format:
(18) CC1=C(/C=C/C(=O)O)C(C)(C)CCC1
  HIV RNase H inh: /	RmlC RmlD mix: 7

(10) CC1S/C(=C(\C#N)C(=O)NCc2ccco2)N(c2ccc(F)cc2)C1=O (stereo not given)
  HIV RNase H inh: 3	RmlC RmlD mix: -16

(5) CC(=O)c1c(C)[nH]c(C(=O)CSc2nnc(-c3ccccc3)o2)c1C
  HIV RNase H inh: /	RmlC RmlD mix: -7

(6) NC(=O)C(c1ccccc1)C1CCCCC1 (stereo not given)
  HIV RNase H inh: /	RmlC RmlD mix: 4

New compounds follow.
25. Cc1nn2c(nc1=O)SCC(c1ccccc1)=N2
26. CC[C@@H]1CC=C[C@H]2[C@H]1C(=O)N(Cc1ccccc1)[C@H]2c1ccoc1
27. CCC(C(=O)Nc1cc(C)on1)c1ccccc1 (stereo not given)
28. COc1ccc(OC)c(-c2cc(C(=O)Nc3c(C)n(C)n(-c4ccccc4)c3=O)no2)c1
29. O=C(OCC(=O)N1CCCc2ccccc21)C1CCN(S(=O)(=O)c2cccs2)CC1
30. C/C=C/C(=O)Nc1nnc(C(C)C)s1
screen / no.,25,26,27,28,29,30
HIV RNase H inh,-3,/,/,-5,-4,/
RmlC RmlD mix,1,-9,15,-1,13,-14

31. O=C(O)c1c(F)c(F)c(F)c(F)c1-c1ccc(Cl)cc1
32. CCOc1ccc(OCC)c(NC(=O)C2CCN(S(=O)(=O)c3cccnc3)CC2)c1
33. COc1ccc(C(=O)N2CCCN(C)CC2)cc1S(=O)(=O)N1CCCc2ccccc21
34. Cc1sc2nc(SCC(=O)C(C)(C)C)n(Cc3ccco3)c(=O)c2c1C
35. COc1cccc(C2=CC(c3ccccc3)n3ncnc3N2)c1 (stereo not given)
36. COc1cccc(-c2cc(C(=O)Nc3cc(C)nn3-c3ccccc3)no2)c1
screen / no.,31,32,33,34,35,36
HIV RNase H inh,3,/,-12,/,-6,/
RmlC RmlD mix,-4,-1,1,10,10,-7

37. O=S(=O)(c1ccc(N2CC=C(c3ccccc3)CC2)nc1)N1CCCC1
38. CCCCNC(=O)NC1(C(F)(F)F)Oc2ccccc2O1
39. Cc1ccc2c(c1)[nH]c1c(N3CCN(Cc4ccc5c(c4)OCO5)CC3)ncnc12
40. Cc1cccc2cc(COC(=O)C3CCCCC3)c(=O)[nH]c12
41. COc1cc(NC(=O)C2CCCCC2)c(OC)cc1NC(=O)c1ccco1
42. Cc1cccc(Cn2c(CN3CCN(Cc4ccccc4)CC3)nc3c2c(=O)[nH]c(=O)n3C)c1
screen / no.,37,38,39,40,41,42
HIV RNase H inh,9,/,-5,-6,-8,-6
RmlC RmlD mix,-50,6,/,-10,-11,1

43. Cn1cccc1Cc1nnc(SCC(=O)N2CCOCC2)n1CCc1ccccc1
44. Cc1ccccc1-c1nnc(-c2ccccc2C)o1
45. C[C@H](NS(=O)(=O)c1ccccc1F)C(=O)OCC(=O)N1CCc2ccccc21
46. CCOc1ccc(OCC)c(S(=O)(=O)N2CCCCC2C)c1 (stereo not given)
47. COC(=O)c1ccc(Nc2cc(C)nc3ncnn23)cc1
48. O=C(Nn1cnnc1)c1cc2c(s1)CCCCC2
screen / no.,43,44,45,46,47,48
HIV RNase H inh,-5,/,/,-9,-4,5
RmlC RmlD mix,-12,-17,-9,8,4,/

49. CCN(CC)S(=O)(=O)c1ccc(-c2nnc(SCC(=O)Nc3ccc(OC)c(OC)c3)o2)cc1
50. COC(=O)c1ccc(C(=O)OC)c(NC(=O)COC(=O)C23CC4CC(CC(O)(C4)C2)C3)c1
51. c1ccc(-c2nnc(OCCN3CCOCC3)c3ccccc23)cc1
52. Cc1ccc(C(O)P(=O)(OC2CCCCC2)OC2CCCCC2)cc1 (stereo not given)
53. COc1cccc(C2(O)CCN(C(=O)c3cccs3)CC2)c1
54. COc1ccc(C2C(C(C)=O)=C(O)C(=O)N2c2cccnc2)cc1OC (stereo not given)
screen / no.,49,50,51,52,53,54
HIV RNase H inh,/,-6,-10,/,2,/
RmlC RmlD mix,11,-8,5,-5,-11,10

55. O=C(Nc1cccn(Cc2ccc(F)cc2)c1=O)NC1CCCCC1
56. CSc1nsc(SCC(=O)Nc2ccc(Br)cn2)n1
57. Cc1ccc(NC(=O)CCn2cccc2)cc1C
58. COc1cccc(N2C(=O)CC(c3c[nH]c4ccccc34)C2=O)c1 (stereo not given)
59. CC1(C)N=C(N)N=C(N)N1c1ccc(F)cc1F
60. CCCCN1CC[C@H]2C=CC[C@@H](C(=O)NCCc3ccccc3)[C@H]2C1=O
screen / no.,55,56,57,58,59,60
HIV RNase H inh,/,/,/,-2,-3,/
RmlC RmlD mix,6,16,16,88,7,-1

Grouped by structure: the compounds so far with a halogen
8. O=C(CSc1nc(-c2ccco2)cc(C(F)(F)F)n1)NC1CCCCCCC1
10. CC1S/C(=C(\C#N)C(=O)NCc2ccco2)N(c2ccc(F)cc2)C1=O (stereo not given)
12. Cc1cc(NC(=O)Cc2c(F)cccc2Cl)no1
31. O=C(O)c1c(F)c(F)c(F)c(F)c1-c1ccc(Cl)cc1
38. CCCCNC(=O)NC1(C(F)(F)F)Oc2ccccc2O1
45. C[C@H](NS(=O)(=O)c1ccccc1F)C(=O)OCC(=O)N1CCc2ccccc21
55. O=C(Nc1cccn(Cc2ccc(F)cc2)c1=O)NC1CCCCC1
56. CSc1nsc(SCC(=O)Nc2ccc(Br)cn2)n1
screen / no.,8,10,12,31,38,45,55,56
HIV RNase H inh,/,3,-7,3,/,/,/,/
RmlC RmlD mix,10,-16,9,-4,6,-9,6,16

59. CC1(C)N=C(N)N=C(N)N1c1ccc(F)cc1F
screen / no.,59
HIV RNase H inh,-3
RmlC RmlD mix,7

Continuation:
61. Cc1cc(C(C)(C)C)cc(S(=O)(=O)NCCO)c1C
62. CCN(CC)S(=O)(=O)c1ccc(/C(O)=C(\C#N)c2nc3ccccc3n2C)cc1
63. Cc1ccc(O)c(C2=NNC(O)(C(F)(F)F)C2)c1 (stereo not given)
64. CC1(C(=O)O)CCC(C(=O)Nc2ccccc2O)C1(C)C (stereo not given)
65. COc1cccc(-c2cc(=O)c3cc(NC(C)=O)ccc3[nH]2)c1
66. Cc1ccc(C(=O)Nc2ccc3c(c2)OCO3)cc1S(=O)(=O)N1CCCCC1
screen / no.,61,62,63,64,65,66
HIV RNase H inh,-5,-1,/,/,/,-10
RmlC RmlD mix,-9,-10,12,20,9,-1

67. CC/C(=C1/C(=O)CC(C)(C)C(C(=O)OC)C1=O)N1CCCC1 (stereo not given)
68. CCC(=NCCCN1CCOCC1)c1c(O)n(Cc2ccccc2)c(=O)[nH]c1=O
69. CC1CN(S(=O)(=O)c2cccc(-c3cn4ccccc4n3)c2)CC(C)O1 (stereo not given)
70. O=C(CN1CCOCCOCCOCC1)Nc1ccccc1
71. CCCn1nnc(NC(=O)c2ccc(F)cc2)n1
72. COc1ccc(C2CC(=O)C(C=NCCCN3CCOCC3)=C(O)C2)cc1 (stereo not given)
screen / no.,67,68,69,70,71,72
HIV RNase H inh,-7,-42,-7,/,/,-6
RmlC RmlD mix,1,-2,-14,-9,1,-8

73. CCn1ncc(/C=C/C(=O)Nc2c(C)nn(Cc3ccc(Cl)cc3Cl)c2C)c1C
74. COc1ccc(N=C(C)C2=C(O)COC2=O)cc1
75. COC(=O)CCC(=O)Nc1ccc(Cl)c(Cl)c1
76. CCC1=C(OC(=O)c2ccccc2)C(C)(C)C(c2ccccc2)OC1=O (stereo not given)
77. Cc1nnc(-c2cccc(Br)c2)c2cn(-c3ccccc3)nc12
78. COc1ccc(-c2csc(C3=C(O)CN(Cc4ccc(Cl)cc4)C3=N)n2)cc1OC
screen / no.,73,74,75,76,77,78
HIV RNase H inh,/,6,-3,/,/,/
RmlC RmlD mix,-8,-12,8,-13,6,-9

79. Cc1nc(SCC(=O)c2ccc(Cl)s2)c2oc3ccccc3c2n1
80. CCOC(=O)NC1(NC2CCCCC2)Oc2ccccc2O1
81. Cc1ccc(Cl)cc1NC(=O)CC(O)(C(F)(F)F)C(F)(F)F
82. CCc1cc(=O)oc2cc(C)cc(OC(=O)c3ccco3)c12
83. Cn1c(C(=O)O)c(CC(=O)Nc2ccc3c(c2)OCCO3)c2ccccc21
84. C=CCn1c(-c2ccc(OC)cc2)csc1=Nc1c(C)n(C)n(-c2ccccc2)c1=O
screen / no.,79,80,81,82,83,84
HIV RNase H inh,/,22,-4,-34,-2,/
RmlC RmlD mix,-5,11,5,-8,3,5

85. COC(C/C=C/[C@H](O)COCc1ccccc1)OC
86. COc1ccccc1C(=O)N/C(=C/c1ccc(Br)cc1)C(=O)NCCO
87. Cc1cccc2cc(CN(CC3CCCO3)C(=O)c3ccco3)c(=O)[nH]c12 (stereo not given)
88. COC(=O)COc1ccc(S(=O)(=O)NCCC2=CCCCC2)cc1C
89. COc1ccc(CNC(=O)C2CCCN2C(=O)NC2CCCCC2)cc1 (stereo not given)
90. O=[N+]([O-])c1ccc(O)c(NC(=S)Nc2ccccc2)c1
screen / no.,85,86,87,88,89,90
HIV RNase H inh,/,/,6,-2,1,/
RmlC RmlD mix,-6,4,7,-5,-8,6

91. CC(C)(Oc1ccc(CCNC(=O)c2ccc(Cl)cc2)cc1)C(=O)O
92. Cc1nc2ccc(NC(=O)N3CCOCC3)cc2s1
93. CCOC(=O)CSCc1nc(-c2ccc(Cl)cc2)oc1C
94. COC(=O)C(C)N(C#N)c1nc(C)nc(C)n1 (stereo not given)
95. O=c1[nH]nc2n1CCCCC2
96. CCOCCCNC(=O)c1cn(CC(C)C)c(=O)c2cc(OC)c(OC)cc12
screen / no.,91,92,93,94,95,96
HIV RNase H inh,-2,-1,-13,-8,-4,2
RmlC RmlD mix,-20,16,/,-11,-11,/

Arranged by heavy-atom count (ascending): some entries from above
37. O=S(=O)(c1ccc(N2CC=C(c3ccccc3)CC2)nc1)N1CCCC1
8. O=C(CSc1nc(-c2ccco2)cc(C(F)(F)F)n1)NC1CCCCCCC1
21. CS(=O)(=O)N(Cc1ccc(C(=O)NCCSCc2ccco2)cc1)c1ccccc1
screen / no.,37,8,21
HIV RNase H inh,9,/,/
RmlC RmlD mix,-50,10,-6

The listing continues.
97. COC(=O)c1cccc(S(=O)(=O)N2CCC(NC(=O)Nc3cccc(F)c3)CC2)c1
98. CCCC(=O)Nc1cc(-c2nnc(OC)c3ccccc23)ccc1N1CCOCC1
99. Cc1ccc(S(=O)(=O)NCC(=O)NC2CCCC2)cc1
100. CCOc1ccc(-c2noc(CCC(N)=O)n2)cc1OCC
101. CCOC(=O)Cc1csc(NC(=O)Cc2cccs2)n1
screen / no.,97,98,99,100,101
HIV RNase H inh,5,-1,-10,-1,9
RmlC RmlD mix,-9,3,10,-6,71

Screens from PubChem BioAssay.

An excerpt. The share of hits here may be higher or lower than overall.
